Screens: PubChem BioAssay, Johns Hopkins Ion Channel Center
CHT allo act: allosterically activates the human high affinity choline transporter; CHT-expressing cells, membrane potential dye, choline EC20; hits give high values; LV-AA mutant CHT in HEK293 cells; B-score at 10 µM; 310,000 compounds, 0.49% hits; AID 488977;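 active = initial fluorescence not abnormally high and integrated response B-score, plate-corrected, over 3 SD above library mean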
Target sequence (Q9GZV3 whole entry, looked up): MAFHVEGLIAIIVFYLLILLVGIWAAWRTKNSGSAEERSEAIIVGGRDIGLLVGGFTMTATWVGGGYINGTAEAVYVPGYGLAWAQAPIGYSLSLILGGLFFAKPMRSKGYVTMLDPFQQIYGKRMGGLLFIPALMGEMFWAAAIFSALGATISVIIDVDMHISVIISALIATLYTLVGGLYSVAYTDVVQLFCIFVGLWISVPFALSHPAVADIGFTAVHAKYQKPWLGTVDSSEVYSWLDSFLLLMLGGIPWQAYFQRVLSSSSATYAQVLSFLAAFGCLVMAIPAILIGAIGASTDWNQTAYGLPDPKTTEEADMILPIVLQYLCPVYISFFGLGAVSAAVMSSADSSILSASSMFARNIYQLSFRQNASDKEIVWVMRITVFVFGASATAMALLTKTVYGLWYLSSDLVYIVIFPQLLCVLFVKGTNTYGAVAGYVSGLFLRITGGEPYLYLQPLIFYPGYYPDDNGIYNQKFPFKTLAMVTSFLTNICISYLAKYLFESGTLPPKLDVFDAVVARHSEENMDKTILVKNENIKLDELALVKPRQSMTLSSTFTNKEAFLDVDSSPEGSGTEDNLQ
CHT block: inhibits the human high affinity choline transporter. Q9GZV3. CHT-expressing cells, membrane potential dye, choline response; hits give low values. B-score at 10 µM. 310,000 compounds, 0.86% hits. AID 488975;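 active = B-score over 3 SD under the library average, and starting fluorescence ratio not unusually high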;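 note: choline stimulus applied at its EC90 after an EC20 pre-addition; B-score computed on integrated fluorescence ratio after choline addition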
* hit, by the source's call; i = inactive.

SMILES	CHT allo act	CHT block
CN1CCc2c(sc(NC(=O)C3COc4ccccc4O3)c2C(N)=O)C1 (centres undefined)	i	i
COc1ccccc1N1CCN(CCCC(=O)c2ccc(F)cc2)CC1	i	i
CCOC(=O)/C(C#N)=C1\CC2CCC1(C)C2(C)C (centres undefined)	i	i
CCCCN(CC)CCCNC(=O)c1cc2c(-c3ccc(OC)c(OC)c3)nn(C)c2s1	i	i
COc1ccc(N(C(C)=O)S(=O)(=O)c2cccs2)cc1	i	i
COc1ccccc1/C=C/C=C1N=C(/C=C/c2ccc(Cl)cc2)OC/1=O	i	i
Cc1ccccc1C(=O)NC1CCN(C(=O)NC2CCCCC2)CC1	i	i
Clc1ccccc1C(c1ccccc1)(c1ccccc1)n1ccnc1	i	i
Cc1ccc(C(=O)NC(C)C(c2cccs2)N2CCCC2)s1 (centres undefined)	i	i
O=C(CSc1ccc(-c2ccco2)nn1)Nc1ccc(F)cc1F	i	i
COc1ccc2sc(NCc3ccccc3)nc2c1	i	i
C=CCc1cc(C=O)cc(OCC)c1OCc1ccc(Cl)cc1	i	i
CCOC(=O)N1CCC(N2C(=O)c3ccccc3C2Nc2ccccc2C)CC1 (centres undefined)	i	i
CC(C)[C@@H]1COC(c2cccc(C3=N[C@H](C(C)C)CO3)c2)=N1	i	i
O=C(OCC(=O)c1cccs1)c1ccc(NC(=O)c2ccco2)cc1	i	i
CCOC(=O)C(Cc1c(F)cccc1Cl)c1ccno1 (centres undefined)	i	i
COC(=O)C1=C(C)N(Cc2cccnc2)C(=O)C1	i	i
Cc1ccc2cc(NC(=O)Cc3ccccc3)ccc2n1	i	i
CC(=O)c1ccc(OCCCC(=O)NC2CCCc3ccccc32)cc1 (centres undefined)	i	i
O=C(NCc1cccs1)c1cc(C2CC2)on1	i	i
Cc1cc(C)n2c(SCC(=O)N3CCN(S(=O)(=O)c4ccc(Cl)cc4)CC3)nnc2n1	i	i
COc1ccc(S(=O)(=O)CCC(=O)N2CCN(c3ccccc3F)CC2)cc1	i	i
COc1cccc(C(=O)NC2CC3CCCC(C2)N3CC(=O)Nc2ccc(N(C)C)cc2)c1 (centres undefined)	i	i
O=C(NC1CCCCC1)c1nn2c(C(F)(F)F)cc(-c3ccco3)nc2c1Br	i	i
Cc1nnc(-c2cccc(Br)c2)c2cn(-c3ccccc3Cl)nc12	i	i
CCc1ccc(NC(=O)Cc2ccc(-n3cccc3)cc2)cc1	i	i
N#Cc1cc2cc3c(cc2nc1NCCNC(=S)NCCCN1CCOCC1)OCO3	i	i
CCc1cccc(C)c1N1C(=O)CC(C)(C)CC1=O	i	i
CC(C)(C)c1ccc(C2(C)NC(=O)N(CC(=O)Nc3ccc4c(c3)OCO4)C2=O)cc1 (centres undefined)	i	i
N#Cc1cnc2cc(-c3ccccc3)nn2c1N	i	i
Cn1cnc2cc(NC(=O)c3ccc(Cl)cc3)ccc21	i	i
COc1ccc(C2=NN(C(=O)CSc3nc4ccccc4s3)C(c3ccc(OC)cc3)C2)cc1 (centres undefined)	i	i
NS(=O)(=O)c1cc2c(cc1Cl)NC=NS2(=O)=O	i	i
CCOc1cc(/C=N/NC(=O)C(=O)N/N=C/c2ccc(O)c(OCC)c2)ccc1O	i	i
CN1CCN(CC(O)(c2ccc(Cl)cc2)c2ccc(Cl)cc2)CC1	i	i
COc1ccc(C(=O)N/N=C/c2ccc(OC)c(COc3c(F)c(F)cc(F)c3F)c2)cc1	i	i
CCOC(=O)Cc1csc(NC(=O)NC2(C(F)(F)F)Oc3ccccc3O2)n1	i	i
CN(Cc1ccccc1)C(=O)c1cc(-c2ccc(Br)cc2)on1	i	i
N=c1c2c3c(sc2ncn1CCCN1CCOCC1)CCCCC3	6.58*	i
CCOc1cc(CNn2cnnc2)ccc1OCC(=O)NC1CCCCC1	i	i
CC1CC(C)CN(C(=O)C(C)N(C)CC(=O)Nc2ccc(Cl)cc2)C1 (centres undefined)	i	i
O=C1c2ccccc2S(=O)(=O)c2cc(N3CCOCC3)ccc21	i	i
CCOc1nc(-c2ccccc2)c2cc(Br)ccc2n1	i	i
O=C(COC(=O)Cc1ccc(Cl)cc1)Nc1ccccc1-c1ccccc1	i	i
COc1ccc(OCc2cc(C(=O)NC3Cc4ccccc4C3)no2)c(Cl)c1	i	i
COc1ccc(C(=O)N(Cc2ccco2)Cc2cccs2)c(O)c1	i	i
CC1CCN(CCCNC(=O)c2ccc(CSCc3cccc(Cl)c3)o2)CC1	8.32*	i
COc1cccc(CN2CCN(Cc3ccc4cccc(F)c4n3)CC2CCO)c1 (centres undefined)	i	i

Profiles, quoted from the list.
COc1ccc(OCc2cc(C(=O)NC3Cc4ccccc4C3)no2)c(Cl)c1 is entered as CHT allo act: i; CHT block: i
Cc1nnc(-c2cccc(Br)c2)c2cn(-c3ccccc3Cl)nc12 is entered as CHT allo act: i; CHT block: i

The results go on.
SMILES	CHT allo act	CHT block
O=C(Nc1ccccc1)c1ccc(NC(=O)c2cccs2)cc1	i	i
Cc1cc(NC(=O)c2ccc(F)cc2)no1	i	i
O=C(Oc1ccc2c(c1)OCO2)c1ccc(Br)c(S(=O)(=O)N2CCOCC2)c1	i	i
COc1ccc(-c2c(C)c3cc(O)ccc3oc2=O)cc1	i	i
CCCOc1ccc(-c2nc(OCC)c3ccccc3n2)cc1	i	i
O=C1N(C2CCCC2)C[C@@H]2C[C@@H](c3cccn3-c3ccccn3)N3CCC[C@@]123	i	i
CCN(Cc1ccccc1)S(=O)(=O)c1ccc(S(=O)(=O)N(Cc2ccccn2)Cc2ccco2)cc1	i	i
O=C1CC(c2ccccc2)n2nc(NC(=O)c3ccccc3)nc2N1 (centres undefined)	i	i
COc1ccc(CCNC(=O)CSc2ncn[nH]2)cc1	i	i
CCn1c(=O)n(CC)c2cc(N3CCCC3)c(NC(=O)c3cccc(Cl)c3)cc21	i	i
Cc1ccc(C2=NC3(CCCCC3)N=C2SCC(=O)Nc2ccc3c(c2)OCCO3)cc1	i	i
CN1CCN(CCC(=O)Nc2cccc(Br)c2)CC1	i	i
CN(C)CCOc1cccc(Br)c1	i	i
Cc1c(C(=O)OCC(=O)Nc2ccc(C(=O)N(C)C)cc2)oc2ccccc12	i	i
O=C(CSc1nc2ccccc2[nH]1)NCc1ccccc1	i	i
COc1ccc(Br)cc1/C=N/Nc1ccccn1	i	i
CCOc1ccc(N(CC(=O)N2CCCCCC2)S(C)(=O)=O)cc1	i	i
S=c1[nH]c2cnccc2n1Cc1ccccc1	i	i
CC(C)CCN(CCC(C)C)C(=O)Cc1c(O)c2ccccc2[nH]c1=O	i	i
Cc1ccccc1Nc1nn2c(=O)c3ccccc3nc2s1	i	i
C=CCOC(=O)C1=C(C)OC(N)=C(C#N)C1c1ccco1 (centres undefined)	i	i
COc1cc(NS(=O)(=O)c2ccc(NC(=O)/C(=C\c3ccccc3OC)NC(=O)c3ccccc3)cc2)nc(OC)n1	i	i
O=C(NCc1nnc(SCC(=O)N2CCN(c3ccccc3)CC2)o1)c1c(F)cccc1Cl	i	i
CCOc1ccc(C(=S)N2CCCC2)cc1OCC	i	i
CCCc1cc(C(N)=O)c(NC(=O)c2ccco2)s1	i	i
O=C(c1ccc2c(c1)OCO2)C1CCCN(Cc2cn[nH]c2-c2cccc(F)c2)C1 (centres undefined)	i	i
Cc1cc(NC(=O)c2ccc(C#N)cc2)n(-c2ccccc2)n1	i	i
COc1cc(C)nc(N(Cc2ccccc2)S(=O)(=O)c2ccccc2)n1	i	i
Cc1ccc(C)c(S(=O)(=O)N2CCN(C(=O)CCc3nc4ccccc4c(=O)[nH]3)CC2)c1	i	i
CCN(CC)C(=O)N1CCN(S(=O)(=O)c2ccc(C)c(C)c2)CC1	i	-7.36*
CCC(=O)Nc1ccc2c(c1)nc(CCN1CCN(c3ccccc3)CC1)n2C	i	i
CCOC(=O)C1CCN(S(=O)(=O)c2cccc(-c3cn4cccc(C)c4n3)c2)CC1	i	i
CC(C)NC(=O)c1cc2cc(Br)ccc2oc1=O	i	i
COc1ccc(CNc2ncnc(N)n2)cc1	i	i
CC(=O)N1c2ccc(S(=O)(=O)N(C)CC(=O)Nc3cccc(C)c3)cc2CC1C (centres undefined)	i	i
CCCCN(C(=O)c1ccc2c(c1)S(=O)(=O)N=C1CCCCCN12)c1c(N)n(CCCC)c(=O)[nH]c1=O	i	i
O=[N+]([O-])c1ccc(-n2nncc2-c2ccccc2)cc1	i	i
CCN(CC)C(=O)Cn1cnc2c1c(=O)n(C)c(=O)n2C	i	i
COc1cc(-c2[nH]nc3c2C(c2ccoc2)C(C#N)=C(N)O3)cc(OC)c1OC (centres undefined)	i	i
CCN(C(=O)CSc1nc2ccc(OC)cc2[nH]1)c1c(N)n(Cc2ccccc2)c(=O)[nH]c1=O	i	i
FC(F)Sc1ccc(Nc2ncnc3nc[nH]c23)cc1	i	i
CCCCN1CCCCC1C(=O)Nc1c(C)cc(C)cc1C (centres undefined)	i	i
CCOc1cc(-c2nc(-c3ccccc3OC)no2)cc(OCC)c1OCC	i	i
COc1ccc(OC)c(CNC(=O)COc2cc(=O)n(C)c3ccccc23)c1	i	i
Cc1ccc(S(=O)(=O)N2CCCSCC2)cc1	i	i
CC(C)CCn1c2ccccc2c2cc(CC(N)=O)ccc21	i	i
Fc1ccc(C2CC(c3ccco3)=NN2c2ccccc2)cc1 (centres undefined)	i	i
O=C(NCC(O)c1ccc2ccccc2c1)c1c(F)cccc1F (centres undefined)	i	i
COc1ccc(NC(=O)COC(=O)c2cc(SC)ccc2Cl)c(OC)c1	i	i
Cc1ccc(C(=O)N/N=C\c2ccc[nH]2)cn1	i	i
Cc1sc2ncnc(N3CCC(C(=O)Oc4cccc(Cl)c4Cl)CC3)c2c1C	i	i
CCCCN(C(=O)c1ccc(N2CCCC2=O)cc1)c1c(N)n(CCCC)c(=O)[nH]c1=O	i	i
COc1ccccc1C(=O)NNC(=S)NC(=O)c1cc(OC)c(OC)c(OC)c1	i	i
CCOc1ccccc1C(=O)NCC(=O)Nc1ncccc1C	i	i
COc1cccc(C2CC(c3ccccc3)Nc3ncnn32)c1 (centres undefined)	i	i
COc1ccc(N(CC(=O)N2CCN(c3ccccc3F)CC2)S(=O)(=O)c2c(C)noc2C)cc1	i	i
CCC(C)NS(=O)(=O)c1ccc(OCC(=O)N2CCCC2)cc1 (centres undefined)	i	i
CC(C)C(=O)Nc1ccc2nn(-c3ccccc3)nc2c1	i	i
COc1cccc(CN2CCN(Cc3c(C)nn(C(C)C)c3C)CC2CCO)c1 (centres undefined)	i	i
COCC(=O)NNC(=O)c1ccc(OC)cc1	i	i

(more compounds)
SMILES	CHT allo act	CHT block
O=S(=O)(NCc1ccco1)c1cnc(Cl)c(Cl)c1	i	i
Cc1nn(CC(=O)N2CCN(Cc3ccccc3)CC2)c(=O)c2ccccc12	i	i
CCOc1ccccc1NC(=O)C(=O)CC(=O)c1ccc(OC)cc1	i	i
Cc1ccccc1C(=O)NC1CCN(CC(=O)Nc2ccc3c(c2)OCO3)CC1	i	i
COc1ccc(-n2c(O)c(Cc3ccccc3)c(=O)n3nc(-c4ccccc4)c(=O)cc23)cc1	i	i
Cn1ncc2c(Nc3ccccc3Br)ncnc21	i	i
COc1ccc(Cn2c3ccc(OC)cc3c3nc4ccccc4nc32)cc1	i	i
COC(=O)/C=c1/s/c(=C(\C#N)C(=O)NCc2ccco2)n(-c2ccc(C)cc2)c1=O	i	i
O=C(O)/C=C1\CCCc2ccccc2C1O (centres undefined)	i	i
COc1ccc(S(=O)(=O)Nc2ccccn2)cc1C	i	i
COc1cccc(OCC(O)CN2CCOCC2)c1 (centres undefined)	i	i
CC(C)COc1ccc(S(=O)(=O)NNC(=O)c2cc3ccccc3o2)cc1	i	i
CC(C)(C)c1nc2cc(Cl)c([N+](=O)[O-])cc2o1	i	-14.2*
CCOC(=O)c1c(C)cccc1OCC(N)=O	i	i
COc1ccc(C(=O)NCC(c2ccco2)N2CCc3ccccc32)cc1OC (centres undefined)	i	i
CCN(Cc1nc(-c2cccc(C)c2)no1)C(=O)c1ccco1	i	i
CN(Cc1ccccc1)C(=O)COC(=O)c1cc(-c2ccc(Cl)s2)nc2ccccc12	i	i
O=C(COc1ccccc1/C=C1/NC(=O)NC1=O)Nc1ccccc1	i	i
CC(C)CC(=O)c1c[nH]c(C(=O)NCC2CCCO2)c1 (centres undefined)	i	i
O=C(N/N=C/c1cc([N+](=O)[O-])ccc1O)C12CC3CC(CC(C3)C1)C2	i	i
CCOc1ccc(S(=O)(=O)N2CCC(C(=O)NCc3cccnc3)CC2)cc1	i	i
COCCSc1ncnc2c1oc1nc3c(cc12)COC(C)(C)C3	i	i
CCOC(=O)c1cnc2ccc(Cl)cc2c1N1CCN(C)CC1	i	i

Arranged by molecular weight (lowest first): some entries from above
SMILES	CHT allo act	CHT block
CCOC(=O)c1c(C)cccc1OCC(N)=O	i	i
CCN(Cc1nc(-c2cccc(C)c2)no1)C(=O)c1ccco1	i	i
CCOC(=O)c1cnc2ccc(Cl)cc2c1N1CCN(C)CC1	i	i
COCCSc1ncnc2c1oc1nc3c(cc12)COC(C)(C)C3	i	i

An excerpt of these results, bar-delimited:
mol | CHT allo act | CHT block
COc1ccc(N(CC(=O)N2CCN(c3ccccc3F)CC2)S(=O)(=O)c2c(C)noc2C)cc1 | i | i
CN1CCN(CC(O)(c2ccc(Cl)cc2)c2ccc(Cl)cc2)CC1 | i | i
O=C(NC1CCCCC1)c1nn2c(C(F)(F)F)cc(-c3ccco3)nc2c1Br | i | i
COc1ccc(OC)c(CNC(=O)COc2cc(=O)n(C)c3ccccc23)c1 | i | i
